Source: PubChem BioAssay
HEK293 tox: cytotoxicity counter-screen for GLP-1 receptor inverse agonists; Potency, µM (doses to about 38.3 µM), for inactives: top-dose activity change, negative = inhibition, hits mostly inhibitors; actives 0.13% (n = 410,000); HEK293 cAMP-luciferase reporter cells, luminescence, 24 h;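 also: loss of luciferase light is scored as toxicity; potency is read from the fitted curve at half-maximal effect; % is scaled to controls: 0 for no effect and ±100 for the full control effect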
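A 23 nL compound transfer followed 12 hours of cell culture at 37 deg C; exposure then lasted 24 hr. Luciferase assay detection reagent was dispensed and plates read for luminescence after a 12 min room-temperature wait.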
DRD3 antagonist: D3 dopamine receptor (human) antagonism; P35462; D3R cells, DiscoveRx beta-arrestin luminescence, antagonist mode; active compounds read low; max response, negative = inhibition, %; actives 2.5% (n = 360,000); in the data active = max response below about -50%; inconclusive = no clear call, values can overlap the other calls; also: % is scaled to controls: 0 for no effect and ±100 for the full control effect; mostly tested at two doses, the higher about 12 µM
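Cells expressing the human receptor were seeded at 1500 cells/well, incubated overnight at 37 degrees C in 5% CO2, then exposed to library compounds with dopamine controls for 90 minutes at 37 degrees C before luminescent detection.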
GLP1R inv ag: GLP-1 receptor (human) inverse agonism; P43220; HEK293 GLP-1R CRE-luciferase, luminescence, 24 h; GLP-1R form is constitutively active; Potency, µM (titrated, usually from 38.3 µM), inactives show top-dose activity change, negative = inhibition, most hits filed as inhibitors; actives 1.6% (n = 410,000); also: potency is read from the fitted curve at half-maximal effect; % is scaled to controls: 0 for no effect and ±100 for the full control effect; nearly all actives have a fitted effect of over 55% in size
Target sequence (P43220 whole entry, looked up): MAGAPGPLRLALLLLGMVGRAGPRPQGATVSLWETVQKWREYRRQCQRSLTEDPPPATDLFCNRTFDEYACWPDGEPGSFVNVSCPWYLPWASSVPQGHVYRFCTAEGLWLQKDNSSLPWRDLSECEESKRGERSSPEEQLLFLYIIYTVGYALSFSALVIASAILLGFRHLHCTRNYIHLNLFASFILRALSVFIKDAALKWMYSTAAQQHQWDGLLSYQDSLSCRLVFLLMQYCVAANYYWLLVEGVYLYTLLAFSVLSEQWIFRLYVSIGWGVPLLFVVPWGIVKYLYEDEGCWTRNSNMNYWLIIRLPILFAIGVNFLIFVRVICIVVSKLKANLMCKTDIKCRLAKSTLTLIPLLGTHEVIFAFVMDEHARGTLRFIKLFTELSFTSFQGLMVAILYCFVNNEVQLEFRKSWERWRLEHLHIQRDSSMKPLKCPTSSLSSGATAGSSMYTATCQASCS
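Cells are plated, allowed 12 hours at 37 deg C, then treated with compounds for 24 hr before luciferase detection reagent is added and luminescence is read after 12 min at room temperature. The HEK293 line carries constitutively active GLP-1R with a cAMP-responsive reporter.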
KB-V1 cytotox: KB-V1 MDR subline cytotoxicity; KB-V1 MDR cells viability, CellTiter-Glo, 72 h; Potency, µM (titrated, usually from 46.1 µM), inactives show top-dose activity change, negative = cytotoxicity, usual class: cytotoxic; actives 3.4% (n = 400,000); also: potency is read from the fitted curve at half-maximal effect; % is scaled to controls: 0 for no effect and ±100 for the full control effect; nearly all actives have a fitted effect of over 60% in size
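qHTS viability screen in drug-selected KB-V1 MDR cells: 72 h compound treatment at 37 degrees C, ATP luminescence end point.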
PTHR1 agonist: agonists of human PTHR1 parathyroid hormone receptor | HEK293 GP2 PTHR1 cells, GloSensor cAMP luminescence, 1 h | Q03431 | Potency, µM (top dose mostly 115 µM), without a hit: top-dose activation, most hits filed as activators | actives 0.075% (n = 410,000); also: potency is read from the fitted curve at half-maximal effect; nearly all actives have a fitted effect of over 55% in size; some results filed as inactive show a strong effect at the top dose; inactives centre near -15; many of its hits are not listed in these tables
Target sequence (Q03431 whole entry, looked up): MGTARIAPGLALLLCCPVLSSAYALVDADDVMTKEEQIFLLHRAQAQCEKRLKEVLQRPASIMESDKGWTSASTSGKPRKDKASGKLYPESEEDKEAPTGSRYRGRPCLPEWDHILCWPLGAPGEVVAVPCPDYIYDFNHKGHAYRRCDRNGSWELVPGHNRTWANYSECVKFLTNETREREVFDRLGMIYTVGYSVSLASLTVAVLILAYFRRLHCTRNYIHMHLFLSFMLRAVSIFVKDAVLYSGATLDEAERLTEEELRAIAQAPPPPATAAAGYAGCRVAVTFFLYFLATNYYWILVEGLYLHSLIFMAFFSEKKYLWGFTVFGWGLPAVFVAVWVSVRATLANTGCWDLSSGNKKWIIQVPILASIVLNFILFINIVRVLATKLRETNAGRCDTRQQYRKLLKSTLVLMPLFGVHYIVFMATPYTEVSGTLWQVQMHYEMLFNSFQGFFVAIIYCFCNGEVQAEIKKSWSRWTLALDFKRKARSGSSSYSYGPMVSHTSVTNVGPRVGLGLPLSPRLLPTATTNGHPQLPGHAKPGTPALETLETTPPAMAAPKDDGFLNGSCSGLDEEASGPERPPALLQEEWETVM
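HEK-293-derived GP2 cells expressing PTHR1 and a GloSensor cAMP reporter, 3,000/well, plated overnight, given luciferin plus IBMX (each 0.5 mM as added) for 1 h at 37 °C, then compound for 1 h at 37 °C. Luminescence was read after 15 min at room temperature.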
GLP1R ag: agonists of human GLP-1 receptor | P43220 | HEK293 GLP-1R CRE-luciferase, luminescence, 4-6 h; cells express a hypersensitive GLP-1R form | Potency, µM (highest dose often 45.6 µM), for inactives: top-dose activation, actives largely listed as activators | actives 0.007% (n = 380,000) | AID 624172; also: potency is read from the fitted curve at half-maximal effect; % of control where 0% means no effect
aSyn rescue: alpha-synuclein toxicity inhibition in yeast. Yeast expressing alpha-synuclein, growth rescue, BacTiter-Glo, 24 h. Potency, µM (doses to about 46.1 µM), for the others: top-dose growth rescue (activation), actives largely listed as activators. actives 0.14% (n = 370,000); also: potency is read from the fitted curve at half-maximal effect; % of control where 0% means no effect; nearly all actives have a fitted effect of over 65% in size
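Rescue of yeast growth: cells expressing toxic alpha-synuclein, induced in galactose at OD600 0.02, incubated with compound 24 h at 30 C. ATP luminescence quantified growth; inhibitors of toxicity appear as activators.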
TDP-43 yeast inh: rescues yeast growth from TDP-43 toxicity; actives 1.8% (n = 410,000); Potency, µM (titrated, usually from 46.1 µM), without a hit: at the highest dose growth rescue (activation), most hits filed as activators; TDP-43 expressing yeast growth rescue, BacTiter-Glo, 24 h; AID 652104; also: potency is read from the fitted curve at half-maximal effect; % of control where 0% means no effect; nearly all actives have a fitted effect of over 50% in size
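Cell-based yeast growth screen: TDP-43 expression induced in galactose, inoculum OD600=0.02 after raffinose pregrowth to mid-log. Read-out BacTiter-Glo luminescence at 24 hr, 30 deg C; inhibition of toxicity seen as signal increase.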
D3 ag: agonists of human D3 dopamine receptor | P35462 | D3R DiscoveRx beta-arrestin cells, luminescence, 90 min | max activation, % | actives 0.58% (n = 410,000) | AID 652048; in the data active = max activation above about 30%; also: 0% is about no effect; mostly tested at two doses, the higher about 12 µM
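Agonist mode: compounds and dopamine controls were applied to plated cells for 90 min at 37 degrees C after an overnight attachment at 1500 cells/well. Luminescent read-out followed 30 - 60 minutes at room temperature with DiscoveRx detection reagent.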
* = called active by the depositor; i = inactive; ? = inconclusive; . = no result given; & = joins results of further samples; [ ] = another dose, or the depositor's remark. Unless noted, calls follow the shape of the dose curve; as a rule, active = well fitted curve in the direction sought with a large enough effect; inconclusive = small, poorly fitted or top-dose-only effect, or another doubt; inactive = no such curve, though single readings can be large; an effect the other way counts as inactive or inconclusive. Some of the compounds tested; the hit share may differ from the screen's.

cpd	Molecule	HEK293 tox	DRD3 antagonist	GLP1R inv ag	KB-V1 cytotox	PTHR1 agonist	GLP1R ag	aSyn rescue	TDP-43 yeast inh	D3 ag
1	COc1ccc(N2C(=NC(=O)c3ccc(Br)cc3)SC3CS(=O)(=O)CC32)cc1 (stereo not given)	-8%	16	5%	-15%	-2%	-4%	-3%	15%	16
2	O=C(NCC1CCCO1)c1cc2c(s1)CS(=O)(=O)C2 (stereo not given)	5%	9	6%	8%	i	-4%	1%	-12%	1
3	COc1cccc(C(c2nnnn2C(C)(C)C)N2CCN(C/C=C/c3ccccc3)CC2)c1OC (stereo not given)	-6%	-102*	?	-2%	i	2%	1%	17%	-21
4	CCCc1noc(-c2cccc([N+](=O)[O-])c2)n1	3%[7.66 µM]	-8	-8%[7.66 µM]	1%	i	-1%	-3%	18%	3
5	COCCNC(=O)[C@@H]1CSC2c3ccc(OC)c(OC)c3C(=O)N21 (stereo not given in full)	4%	-15	6%	5%	i	-2%	-4%	2.8µM*	-2
6	C[C@H](CO)N1C[C@H](C)[C@@H](CN(C)C(=O)Nc2ccccc2)Oc2ccc(NC(=O)CCN3CCOCC3)cc2C1=O	2%	15	18%	0%	i	6%	1%	27%	4
7	CCS(=O)(=O)c1ccc(-c2cccc(NC(=O)COc3ccc(Cl)cc3)c2)nn1	0%	4	31%[activator]	-14%	-4%	8%	-8%	7%	-1
8	C=CCNC(=O)C1CC(=O)N(c2ccc(OCc3ccc(F)cc3)cc2)C1 (stereo not given)	1%	7	4%	-1%	-26%	-4%	-5%	6%	8
9	C#CCN1C(=O)C(O)(CC(=O)c2cc(OC)ccc2OC)c2ccccc21 (stereo not given)	-27%	-21	-7%	?	i	-4%	7%	5%	5
10	Cc1ccc(/C=C/C(=O)O)cc1S(=O)(=O)NCC1CCCO1 (stereo not given)	-2%	4	19%	10%	-4%	-1%	-1%	-4%	0
11	C=CC[C@H](CC(=O)N[C@H](CO)Cc1ccccc1)C(=O)N[C@@H](COC(=O)[C@H](CC=C)CC(=O)OC(C)(C)C)Cc1c[nH]c2ccccc12	-8%	0	17%	-22%	-43%[inhibitor]	-5%	3%	14%	2
12	O=C(NCCNc1ccc([N+](=O)[O-])cc1)c1ccccc1Br	?	-14	1%	?	i	7%	2%	?	-17
13	COc1cc2c(cc1O)CCN(C(=O)CSc1nncn1C)[C@@H]2C	1%	34	8%	0%	i	-2%	2%	12%	16
14	O=C(O)c1cccc(S(=O)(=O)Nc2ccc(N3CCCCC3)cc2)c1	-8%	-3	-2%	18%	-10%	-1%	14%	18%	1
15	NC(=O)/C=C/C(=O)Nc1ccc(Cl)cc1	7%	-3	-27%	3%	i	0%	15%	20µM*	1
16	Cc1c(/C(O)=C2/C(=O)C(=O)N(CCN3CCOCC3)C2c2cccnc2)cnn1-c1ccccc1 (stereo not given)	-12%	39	2%	-3%	i	-1%	1%	1%	-3
17	CCN(CC)S(=O)(=O)c1ccc(N/N=C/c2cccnc2)nc1	-10%	-11	2%	?	i	9%	-10%	14%	2
18	COc1cccc(CNC(=O)CN(c2ccc(C)cc2)S(=O)(=O)N(C)C)c1OC	9%	.	0%	0%	i	0%	.	17%	9
19	Cc1nnc(SCC(=O)O)s1	-7%	7	-3%	-2%	i	-3%	0%	11%	3
20	O=C(O)c1ccc(N2CCN(c3ccc(Cl)cc3)CC2)c([N+](=O)[O-])c1	5%	-13	40%[activator]	21%	-50%[inhibitor]	0%	15%	-10%	-23
21	COC(=O)C1=C(C)N=C2SCCC(=O)N2C1c1ccc(OCc2ccccc2)c(OC)c1 (stereo not given)	2%	.	-6%	-36%	-11%	.	.	18%	9
22	CCCN(C(=O)COC(=O)C12CCC(=O)N1c1ccccc1S2)c1c(N)n(Cc2ccccc2)c(=O)[nH]c1=O (stereo not given)	-8%	-15	9%	9%	i	-4%	-1%	11%	-4
23	O=S(=O)(NCCS(=O)(=O)N1CCN(c2ccccc2)CC1)c1ccccc1	1%&9%	-14	-9%&-16%	-10%	-12%	-8%	-2%	-3%&24%	-1&-3
24	CN(C)C(=O)CCc1ccc2c3c([nH]c2c1)[C@]1(CCC2CCCC2)[C@@H](C(=O)N2CCOCC2)C[C@H](CC(=O)NCCc2ccccn2)C(=O)N1CC3	1%	24	26%	29%	i	7%	1%	14%	17
25	COc1ccccc1C(=O)Nc1c(C(=O)Nc2cc(Cl)ccc2C)sc2nc(C)cc(C)c12	2%	.	17%	-16%	i	-3%	-4%	24%	-5
26	O=C(NCCc1ccccc1)C1CCCN(S(=O)(=O)c2cccnc2)C1 (stereo not given)	-1%	-21	-3%	10%	-1%[57.5 µM]	-1%	0%	-5%	-3
27	Cc1ccc(O)c(NC(=O)C2CC(c3cccc(Br)c3)=NO2)c1 (stereo not given)	-15%	-20	-5%	2%	i	?	7%	-12%	3
28	Cc1ccccc1Nc1c([N+](=O)[O-])ccc2nonc12	-3%	-5	64%[activator]	-27%	-22%	?	6%	-11%	-5
29	COc1ccc(C)cc1NC(=O)NC1CC(=O)N(c2ccc3c(c2)OCCO3)C1 (stereo not given)	-5%	0	?	9%	i	-6%	-2%	6%	0
30	COc1cc(/C=C2\C(=O)N(CCC#N)N=C2C)ccc1OCC(=O)Nc1ccccc1	-13%	-20	25%	?	-19%	0%	5%	4%	0
31	CCOC(=O)c1ccc(NC(=O)c2sc3ccccc3c2Cl)cc1	-3%	.	13%	-8%	i	.	.	15%	6
32	O=C(NNc1ccccc1C(F)(F)F)c1cccs1	-9%	19	?	?	i	19%	-4%	-10%[1.82 µM]	3
33	COc1ccc(N/C(N)=N/c2nc(C)cc(C)n2)c(OC)c1	6%	-9	-22%	-2%	-8%	0%	-7%	-7%	4
34	Cc1ccc(C(=O)Nc2ncccc2O)o1	9%	5	35%[activator]	-1%	26%	2%	-5%	-22%	1
35	CC(C)(C)NC(=O)CSc1nncn1-c1ccccc1	-7%	19	-9%	6%	-4%[57.5 µM]	-3%	-7%	-6%	-6
36	CCOC(=O)c1cnc(SC)nc1Oc1cccc(NS(=O)(=O)c2ccccc2)c1	14%	28	1%	?	i	8%	2%	14%	5
37	C=CCn1c(SCC(=O)N2CCc3ccccc3C2)nc2ccccc2c1=O	3%	15	-9%	?	-14%[57.5 µM]	5%	9%	-5%	6
38	COc1nc(N=C(N)N)nc2c(C)cccc12	-24%	-20	-1%	-1%	i	-6%	-7%	15%	-1
39	COc1ccc(CCNC(=O)CSc2nnc(Cc3cccn3C)n2C)cc1OC	-7%	-8	-2%	11%	i	2%	-1%	-9%[0.397 µM]	7
40	CSc1ccc(S(=O)(=O)Nc2ccc(OCC(=O)N3CCOCC3)cc2)cc1	5%	4	3%	-2%	i	8%	2%	2%	5
41	COc1ccc(C(N)c2csc(Nc3ccc(C(=O)c4ccccc4)cc3)n2)cc1 (stereo not given)	3%	40	8%	0%	-3%	2%	-30%	-5%	9
42	Cc1ccc(C(=O)Cc2nc3ccccc3[nH]2)cc1	11%	-51*	-27%	-6%	-13%	6%	13%	10%	-12

Compounds 1 to 12 from above:
cpd	Molecule	HEK293 tox	DRD3 antagonist	GLP1R inv ag	KB-V1 cytotox	PTHR1 agonist	GLP1R ag	aSyn rescue	TDP-43 yeast inh	D3 ag
1	COc1ccc(N2C(=NC(=O)c3ccc(Br)cc3)SC3CS(=O)(=O)CC32)cc1 (stereo not given)	-8%	16	5%	-15%	-2%	-4%	-3%	15%	16
2	O=C(NCC1CCCO1)c1cc2c(s1)CS(=O)(=O)C2 (stereo not given)	5%	9	6%	8%	i	-4%	1%	-12%	1
3	COc1cccc(C(c2nnnn2C(C)(C)C)N2CCN(C/C=C/c3ccccc3)CC2)c1OC (stereo not given)	-6%	-102*	?	-2%	i	2%	1%	17%	-21
4	CCCc1noc(-c2cccc([N+](=O)[O-])c2)n1	3%[7.66 µM]	-8	-8%[7.66 µM]	1%	i	-1%	-3%	18%	3
5	COCCNC(=O)[C@@H]1CSC2c3ccc(OC)c(OC)c3C(=O)N21 (stereo not given in full)	4%	-15	6%	5%	i	-2%	-4%	2.8µM*	-2
6	C[C@H](CO)N1C[C@H](C)[C@@H](CN(C)C(=O)Nc2ccccc2)Oc2ccc(NC(=O)CCN3CCOCC3)cc2C1=O	2%	15	18%	0%	i	6%	1%	27%	4
7	CCS(=O)(=O)c1ccc(-c2cccc(NC(=O)COc3ccc(Cl)cc3)c2)nn1	0%	4	31%[activator]	-14%	-4%	8%	-8%	7%	-1
8	C=CCNC(=O)C1CC(=O)N(c2ccc(OCc3ccc(F)cc3)cc2)C1 (stereo not given)	1%	7	4%	-1%	-26%	-4%	-5%	6%	8
9	C#CCN1C(=O)C(O)(CC(=O)c2cc(OC)ccc2OC)c2ccccc21 (stereo not given)	-27%	-21	-7%	?	i	-4%	7%	5%	5
10	Cc1ccc(/C=C/C(=O)O)cc1S(=O)(=O)NCC1CCCO1 (stereo not given)	-2%	4	19%	10%	-4%	-1%	-1%	-4%	0
11	C=CC[C@H](CC(=O)N[C@H](CO)Cc1ccccc1)C(=O)N[C@@H](COC(=O)[C@H](CC=C)CC(=O)OC(C)(C)C)Cc1c[nH]c2ccccc12	-8%	0	17%	-22%	-43%[inhibitor]	-5%	3%	14%	2
12	O=C(NCCNc1ccc([N+](=O)[O-])cc1)c1ccccc1Br	?	-14	1%	?	i	7%	2%	?	-17
